NOD1 NF-kB reporter: inhibition of NOD1-driven NF-kB reporter – cell-based, luminescence, uHTS, primary screen (AID 1578); NOD1-driven NF-kB luciferase reporter cells, luminescence; higher % means a stronger effect; one-dose inhibition, % at 4 µM; EC50 in µM for titrated hits; 1% of 290,000 active; in the data active = inhibition mostly above about 36%, no sharp cut-off; inactive = mostly below about 34%;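 also: HEK-293T reporter cells stimulated with the NOD1 agonist gamma-tri-DAP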
KOR beta-arrestin-1: KOR agonists, beta-arrestin recruitment, primary screen, cell-based, luminescence, uHTS (AID 1777). activation, % at 10 µM; hits with a dose series show EC50 in µM. KOR beta-arrestin recruitment, luminescence; higher % means a stronger effect. 0.02% of 280,000 active; in the data active = activation above about 50%, passing the limit was not always enough; also: a part of the inactive calls stands beside numbers as strong as those of hits
Dynein transport: dynein cargo transport inhibition. AID 1381. 0.47% of 220,000 active. 3617.4 mouse cells, GR-EGFP nuclear translocation imaging; test concentration mostly 20 µM; stimulated with dexamethasone, 1 µM; active compounds read low. z-score, hits read low;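 active = plate z-score of nuclear minus cytoplasmic receptor signal below a set negative limit, without overly bright fluorescence or cell loss, cut at about -3.5 in these data, passing the limit was not always enough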;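 also: z-score of nuclear minus cytoplasmic ring GR-EGFP intensity difference per well; some compounds called inactive have numbers as strong as hits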
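Buffer or medium: tetracycline-free induction medium containing charcoal-stripped FBS / Reagent: dexamethasone agonist, 1.0 µM final, for 30 min / Technique: automated 10x imaging of fixed Hoechst-stained cells / Times: induction 48 h, compound 1 h, agonist 30 min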
NOD2 inhibition: NOD2 signaling inhibitors, cell-based, luminescence, uHTS, HEK293 (AID 1566). HEK293 NOD2/NF-kB luciferase reporter, luminescence; higher % means a stronger effect. inhibition, % at 4 µM; hits with a dose series show EC50 in µM. 0.63% of 290,000 active; also: many of its hits are not listed in these tables
GPR55 beta-arrestin: selective activators of receptor GPR55 – imaging, U2OS cells, beta-arrestin-GFP redistribution, primary screen (AID 1961); 0.048% of 290,000 active; activation, % at 10 µM; hits with a dose series show EC50 in µM; U2OS GPR55 beta-arrestin-GFP redistribution imaging; higher % means a stronger effect;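 active = activation above 40% with more than 50 cells counted in the well; inconclusive = wells holding fewer than 50 cells, flagged as toxic or sparse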;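 also: U2OS osteosarcoma cells stably expressing GPR55 and beta-arrestin-GFP; plate controls were DMSO negative control for no effect and LPI positive control for full effect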
M17LAP inhibition: P. falciparum M17LAP inhibitors, primary screen, biochemical, fluorogenic H-Leu-NHMec substrate, 1536-well (AID 1619) | recombinant M17LAP, H-Leu-NHMec fluorogenic kinetic assay; higher % means a stronger effect | inhibition, % at 30 µM; hits with a dose series show IC50 in µM | 0.38% of 220,000 active;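 active = compound inhibiting the enzyme by more than half at any dose during confirmatory dose-response retesting; inconclusive = strong single-dose inhibitors picked by rank but not retested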;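 also: plate controls were full reaction with DMSO carrier for no effect and no enzyme background for full effect; strong numbers were not always called active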
P. falciparum M1AAP: malaria alanyl aminopeptidase activity blockers – biochemical, fluorogenic H-Leu-NHMec substrate, 1536-well (AID 1445) | recombinant M1AAP, H-Leu-NHMec fluorogenic kinetic assay; higher % means a stronger effect | inhibition, % at 30 µM; hits with a dose series show IC50 in µM | 0.42% of 220,000 active;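 active = primary inhibition above the hit cutoff, then over 50% inhibition at one or more dose response concentrations, cut at about 23% in these data, passing the limit was not always enough; inconclusive = conflicting primary data, or primary hits not chosen for dose response; inactive = low primary inhibition, or under 50% at every dose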;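 also: plate controls were DMSO full reaction for no effect and no enzyme background for full effect; strong numbers were not always called active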
KOR beta-arrestin-2: kappa opioid receptor blockers – cell-based, luminescence, uHTS (AID 1778); inhibition, % at 10 µM; hits with a dose series show IC50 in µM; KOR beta-arrestin recruitment, luminescence, antagonist mode; higher % means a stronger effect; 0.091% of 290,000 active; also: strong numbers were not always called active
AID2073: disruptors of CaV2.2 binding to Mint1 – biochemical, HTRF (AID 2073) | HTRF protein-protein interaction, Mint1-CaV2.2; higher % means a stronger effect | one-dose inhibition, % at 20 µM; IC50 in µM for titrated hits | 0.19% of 290,000 active; in the data active = inhibition mostly above about 51%, no sharp cut-off; inconclusive = no clear call, values can overlap the other calls; inactive = mostly below about 53%; also: some results filed as inactive read as strong as hits
Dynein transport cytoplasmic EGFP: further read-out of Dynein transport, marked with its call; z-score; measured here: cytoplasmic GR-EGFP intensity; active compounds read high
Dynein transport nuclear GR-EGFP: recorded beside Dynein transport, whose call it bears; z-score; measured here: nuclear GR-EGFP intensity;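 lower value marks the stronger effect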
Dynein transport cell count: second read-out of Dynein transport, no call of its own (marks repeat the call); z-score; measured here: cell count per field
* marks the source's active call; other numbers are inactive results; ? = inconclusive; nt = no result given; [ ] = another dose, or the depositor's remark. Rule as the data show it, unless noted: active = inhibition above about 50%; inactive = the rest. Some of the compounds tested (hit frequency here may not be typical).

Each structure is followed by: NOD1 NF-kB reporter	KOR beta-arrestin-1	Dynein transport	Dynein transport cytoplasmic EGFP	Dynein transport nuclear GR-EGFP	Dynein transport cell count	NOD2 inhibition	GPR55 beta-arrestin	M17LAP inhibition	P. falciparum M1AAP	KOR beta-arrestin-2	AID2073
> CNC(=O)N(C1=NCCCCC1)c1ccc(Br)cc1
→ -36.2%	-0.4%	-0.414	-0.241	-0.166	-0.46	-0.3%	-0.1%	11.8%	2.4%	5.6%	0.7%
> CCCCn1c(C)cc(/C=C(\C#N)C(=O)O)c1C
→ -13.4%	1.6%	0.069	-0.269	-0.0881	0.403	-6.4%	0.3%	43.0%	14.6%	-4.4%	16.8%
> COc1ccc(CNC(=O)CSc2nnc(NC(=O)C3CC3)s2)cc1
→ -31.3%	-1.4%	nt	nt	nt	nt	-0.7%	-0.1%	nt	nt	-11.4%	-1.6%
> CCOC(=O)/C(=N\Nc1cc(Cl)ccc1Cl)N1CCN(C)CC1
→ -32.0%	0.1%	1.77	-0.272	0.899	-0.973	-19.1%	0.2%	2.7%	8.5%	-0.3%	1.2%
> O=C(CCCC(=O)N1CCN(c2ccccc2F)CC1)N1CCN(c2ccccc2F)CC1
→ 16.3%	-4.1%	-0.411	-0.254	0.168	0.0985	-0.8%	-0.2%	-9.7%	-4.3%	6.9%	9.1%
> COc1ccc2c(c1)C(C)=CC(C)(C)N2S(=O)(=O)c1ccc(Br)cc1
→ 1.3%	3.0%	-0.461	-0.251	0.228	0.211	-31.5%	-0.1%	nt	nt	-57.1%[20 µM]	3.8%
> Cc1c(Cl)cccc1NC(=O)CCN1CCC(C(N)=O)CC1
→ -23.3%	-4.7%	nt	nt	nt	nt	-1.5%	-0.1%	nt	nt	19.2%[20 µM]	0.4%
> O=C(Nc1nc2ccccc2n1CCN1CCOCC1)c1cn(-c2ccccc2)nc1-c1ccccc1
→ 28.8%	nt	0.748	-0.192	0.548	-0.656	5.2%	0.3%	7.0%	-12.9%	nt	?
> Cc1cc(NC(=O)CSc2nnc(-c3c[nH]c4ccccc34)n2-c2ccc(F)cc2)no1
→ -19.0%	-2.3%	-0.518	-0.297	0.00273	0.467	-2.0%	-0.1%	2.2%	-4.5%	5.2%	14.1%
> CCOc1cccc(N(C(=O)CNC(=O)c2ccco2)C(C(=O)NCC2CCCO2)c2ccccc2)c1 (centres undefined)
→ -10.2%	1.9%	nt	nt	nt	nt	-0.7%	-0.2%	nt	nt	3.2%	6.3%
> Cc1ccc(NC(=O)C2CCN(S(=O)(=O)c3ccc4c(c3)oc(=O)n4C)CC2)cc1
→ -12.1%	-1.0%	nt	nt	nt	nt	11.3%	-0.2%	nt	nt	-8.4%	2.2%
> O=C(Nc1cccc(O)c1)C1CC(c2ccc(Cl)cc2)=NO1 (centres undefined)
→ -19.8%	-4.3%	nt	nt	nt	nt	3.6%	1.2%	nt	nt	-22.6%[20 µM]	6.1%
> COc1cc(C(=O)NC2CCCC2)c(Br)c(OC)c1OC
→ -24.7%	-0.7%	0.544	0.123	0.413	1.28	1.9%	0.2%	-8.5%	-5.1%	-10.0%[20 µM]	4.1%
> COc1ccc(-c2cc(C(=O)O)no2)cc1
→ -24.0%	-0.3%	-0.856	-0.236	-0.133	1.12	1.3%	1.2%	-8.6%	7.8%	-11.7%[20 µM]	1.7%
> CC(C)(C)NC(=O)C(=O)NNC(=O)c1ccc(C(C)(C)C)cc1
→ -4.7%	-10.7%	0.603	-0.24	0.621	-0.415	16.3%	-0.3%	1.6%	-10.6%	nt	-2.9%
> Cc1cccn2c(=O)c(/C=N/O)c(NCc3ccccc3)nc12
→ 3.6%	-1.2%	-0.268	-0.174	-0.114	0.946	10.8%	-0.1%	-0.7%	5.9%	5.4%	22.1%
> CC(C)NC(=O)NC(=O)COC(=O)c1ncc(Cl)c(Cl)c1Cl
→ -18.7%	-4.8%	-1.51	-0.152	-0.751	0.923	16.2%	0.0%	-0.4%	-1.9%	17.7%	-3.7%
> CC(=O)c1ccc(N2CCN(C(=S)Nc3ccccc3F)CC2)cc1
→ 5.8%	-3.1%	0.308	-0.101	0.333	-0.634	7.0%	0.8%	5.3%	11.6%	-14.1%	-40.2%
> CNc1nc(Oc2ccc(C(=O)OC)cc2)nc(SC)n1
→ -11.5%	-2.1%	2.61	-0.148	1.18	-0.268	9.1%	1.1%	-13.4%	0.5%	-18.0%	22.1%
> O=C(Nc1ccc(C#Cc2ccccc2)cc1)C1CC1
→ -29.8%	-0.3%	0.175	-0.231	-0.443	0.987	-76.8%	-0.1%	-2.8%	-1.1%	-71.9%	13.8%

Part of the list above, limited to NOD2 inhibition.
SMILES,NOD2 inhibition
CC(C)NC(=O)NC(=O)COC(=O)c1ncc(Cl)c(Cl)c1Cl,16.2%
CC(=O)c1ccc(N2CCN(C(=S)Nc3ccccc3F)CC2)cc1,7.0%
CNc1nc(Oc2ccc(C(=O)OC)cc2)nc(SC)n1,9.1%
O=C(Nc1ccc(C#Cc2ccccc2)cc1)C1CC1,-76.8%

Next results.
Compound,NOD1 NF-kB reporter,KOR beta-arrestin-1,Dynein transport,Dynein transport cytoplasmic EGFP,Dynein transport nuclear GR-EGFP,Dynein transport cell count,NOD2 inhibition,GPR55 beta-arrestin,M17LAP inhibition,P. falciparum M1AAP,KOR beta-arrestin-2,AID2073
O=C(CC1SC(=Nc2ccccc2F)N(CCN2CCOCC2)C1=O)Nc1ccc(F)cc1F (centres undefined),-23.7%,-2.4%,0.768,-0.333,1.31,-0.346,9.1%,0.6%,1.0%,1.0%,0.8%,1.9%
CCC1Sc2ccc(S(=O)(=O)CCC(=O)NCc3ccco3)cc2NC1=O (centres undefined),-2.9%,-6.6%,nt,nt,nt,nt,-0.1%,0.3%,nt,nt,-8.1%,-4.0%
NC(=O)c1cc(NC(=O)c2ccc(NS(=O)(=O)c3cccs3)cc2)cc(C(N)=O)c1,-9.4%,5.7%,-0.233,-0.822,-0.293,-0.0741,-17.5%,0.3%,-5.7%,0.4%,-17.7%,8.5%
Cc1ccc(NC(=O)Nc2ccc3c(c2)N(C)C(=O)CS3)cc1C,50.6%,4.3%,1.25,-0.0947,0.995,-0.993,24.5%,-0.2%,-3.0%,1.9%,39.4%,-0.1%
Nc1cc(N2CCCC2)ccc1[N+](=O)[O-],-39.7%,nt,-1.36,-0.377,-0.693,2.73,-16.3%,0.3%,7.1%,-0.1%,8.4%[20 µM],-13.4%
COc1ccccc1NC(=O)N(Cc1ccco1)Cc1cc2ccc(C)c(C)c2[nH]c1=O,1.3%,-5.1%,3.73,0.0909,1.57,-1.85,-8.8%,-0.3%,-6.5%,0.7%,-20.5%,2.7%
CC(C)CN1CCN(Cc2cccn2-c2ccccn2)CC1CCO (centres undefined),-41.0%,1.3%,-0.688,-0.316,-0.133,0.332,8.4%,-0.2%,0.7%,3.4%,-20.6%,4.7%
CC(=O)c1ccc2noc(-c3cccc(F)c3)c2c1,1.1%,7.3%,nt,nt,nt,nt,-33.8%,0.0%,nt,nt,-23.9%,-6.7%
O=S(=O)(c1ccc(NC(=S)Nc2ccccc2)cc1)N1CCOCC1,-17.1%,-0.1%,-0.622,-0.305,-0.676,0.932,-3.7%,1.6%,3.2%,6.4%,15.3%,-12.1%
O=C(O)CCc1ccc(-c2ccc(Cl)cc2)n1CC(=O)O,-9.1%,5.5%,-0.188,-0.212,0.345,0.435,4.1%,-0.1%,16.8%,8.4%,14.4%,11.7%
Cc1nc2c(C(=O)NCc3ccc4c(c3)OCO4)c[nH]n2c(=O)c1Cl,-11.3%,2.8%,-0.279,-0.207,-0.0267,0.726,12.8%,-0.1%,-72.1%,8.0%,-18.4%,-1.9%
Cc1nc(Oc2ccccc2)c2ccsc2n1,-2.5%,6.6%,-0.279,-0.274,0.111,-0.603,1.1%,-0.4%,-4.0%,1.5%,-29.8%,-14.5%
COc1ccc(CNC(=O)Cn2ccc3cc(S(=O)(=O)N4CCCC4)ccc32)cc1OC,-13.1%,2.2%,nt,nt,nt,nt,1.7%,-0.1%,nt,nt,17.3%,9.5%
CCc1cc(=O)oc2c3c(cc(OCC(=O)NCc4ccncc4)c12)OC(C)(C)CC3,-92.9%,1.3%,nt,nt,nt,nt,17.4%,0.6%,nt,nt,13.2%[20 µM],17.4%
Cc1ccc(NS(=O)(=O)c2cc(-c3cc(C)no3)ccc2C(C)C)nc1,-9.7%,5.1%,nt,nt,nt,nt,3.4%,-0.1%,nt,nt,-18.2%,16.4%
COC(=O)C1CCN(c2ccc([N+](=O)[O-])cc2)CC1,-10.6%,-7.6%,-0.696,-0.196,-0.407,0.372,12.6%,0.0%,19.4%,11.3%,21.7%,7.2%
O=C(COc1ncnc2ccc(Br)cc12)Nc1ccc(N2CCOCC2)cc1,-11.1%,-9.2%,-0.673,-0.225,0.00911,0.506,-13.9%,-0.2%,34.3%,2.7%,32.0%,15.5%
